# Pin1 inh = qHTS Assay to Find Inhibitors of Pin1. Potency, µM (series often up to 115 µM), inactives show top-dose activity, negative = inhibition, hits mostly inhibitors. AID 504891, 2011. Peptidyl-prolyl cis-trans isomerase NIMA-interacting 1 (Homo sapiens), Q13526. Pin1 FP peptide displacement, HiFluor488, 10 min. actives 0.009% (n = 390,000); active means well fitted inhibition curve with a large enough effect in the polarisation, with a control signal flat, not every such curve was filed as active; inconclusive means small, poorly fitted or top-dose-only effect, or effect the other way, or a change in a side signal; inactive means no such curve, though single readings can be large or run the other way; the % refers to the polarisation; further: potency means the concentration at half of the fitted maximal effect; on the % scale 0 is the no-effect control and ±100 the full control effect
# GLS inhibitor = qHTS for Inhibitors of Glutaminase (GLS); GLS enzymatic activity, qHTS titration; Potency, µM (top dose mostly 45.5 µM), for the others: at the highest dose activity change, negative = inhibition, usual class: inhibitors; Glutaminase kidney isoform, mitochondrial (Homo sapiens), O94925; actives 0.21% (n = 410,000); further: potency means the concentration at half of the fitted maximal effect; on the % scale 0 is the no-effect control and ±100 the full control effect
#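 Glutamate formation by hKGA was monitored fluorometrically using coupled glutamate oxidase, HRP and Amplex Red. Substrate was added as 1 mM L-glutamine solution; incubation was 30 min at RT after an initial read.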
# PGK inhibitor = qHTS Assay to Find Inhibitors of Phosphoglycerate Kinase; Phosphoglycerate kinase, glycosomal (Trypanosoma brucei brucei), P07378; PGK/GAPDH coupled, Kinase-Glo luminescence, 60 min; Potency, µM (doses to about 57.5 µM), for the others: at the highest dose activity change, negative = inhibition, usual class: inhibitors; actives 0.043% (n = 380,000); AID 602233, 2012; further: potency means the concentration at half of the fitted maximal effect; on the % scale 0 is the no-effect control and ±100 the full control effect; nearly all actives have a fitted effect of over 60% in size
#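 Recombinant glycosomal PGK reaction used 1,3-bisphosphoglycerate generated in-well by GAPDH (100nM final) in 100mM TEA pH 7.6, 5mM MgCl2, 0.01% Tween-20. After 60 minutes at room temperature, ATP was read by Kinase-Glo Plus luminescence end-point.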
# TrxR1 substrate = qHTS Assay for Substrates of Mammalian Selenoprotein Thioredoxin Reductase 1 (TrxR1): qHTS | Thioredoxin reductase 1, cytoplasmic (Rattus norvegicus), O89049 | purified TrxR1 substrate turnover, NADPH consumption readout | Potency, µM (top dose mostly 114 µM), inactives show top-dose activity change, negative = substrate turnover | actives 0.01% (n = 390,000); further: potency means the concentration at half of the fitted maximal effect; on the % scale 0 is the no-effect control and ±100 the full control effect; nearly all actives have a fitted effect of over 50% in size
#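 Rat TrxR1, dispensed at 90 nM, was prereduced with 400 uM NADPH (final) for 5 min at ~22 deg C, then incubated with compound 15 min before 400 uM selenite. A first-read NADPH fluorescence drop versus no-compound background flagged substrates.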
# mIDH1 inhibitor = qHTS for Inhibitors of mutant isocitrate dehydrogenase 1 (IDH1): qHTS; Isocitrate dehydrogenase [NADP] cytoplasmic (Homo sapiens), O75874; IDH1-R132H enzyme, NADPH consumption, diaphorase/resazurin fluorescence; Potency, µM (top dose mostly 76.6 µM), for the others: top-dose activity change, negative = inhibition, actives largely listed as inhibitors; actives 0.093% (n = 390,000); AID 602179, 2012; further: potency means the concentration at half of the fitted maximal effect; on the % scale 0 is the no-effect control and ±100 the full control effect; nearly all actives have a fitted effect of over 65% in size
#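 IDH1-R132H (0.5 ug/mL dispensed) in pH 7.5 Tris buffer was preincubated 30 min with compound, then given a substrate mix of 0.016 mM NADPH and 2 mM alpha-KG for 80 min at room temperature; remaining NADPH was read by diaphorase/resazurin fluorescence.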
# PI4K2A inh = qHTS for small molecular inhibitors of PI4K2A | purified PI4K2A, ADP-Glo luminescence, 1 h; stronger effect = lower value | actives 0.13% (n = 420,000) | AID 1346378, 2018 | activity change, negative = inhibition, % at 76.9 µM; in the data active means activity change below about -50%; inconclusive means mostly about -30% to -49%;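 further: -100% = wells without enzyme as full effect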
#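 Compounds are screened against recombinant PI4K2A using PI as substrate and ATP, the latter dispensed at 300 microM. Reactions run one hour at ambient temperature before ADP-Glo detection; full inhibition defined by wells lacking enzyme.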
# HP1b chromo inh = HTS for Inhibitors of HP1-beta Chromodomain Interactions with Methylated Histone Tails | AID 540317, 2011 | AlphaScreen HP1-beta / biotin-H3K9me3 peptide binding | actives 0.56% (n = 390,000) | Potency, µM (top dose mostly 114 µM), inactives show top-dose activity change, negative = inhibition, usual class: inhibitors; further: potency means the concentration at half of the fitted maximal effect; nearly all actives have a fitted effect of over 70% in size; inactives centre near 23
# Target sequence (P83916 whole entry, looked up): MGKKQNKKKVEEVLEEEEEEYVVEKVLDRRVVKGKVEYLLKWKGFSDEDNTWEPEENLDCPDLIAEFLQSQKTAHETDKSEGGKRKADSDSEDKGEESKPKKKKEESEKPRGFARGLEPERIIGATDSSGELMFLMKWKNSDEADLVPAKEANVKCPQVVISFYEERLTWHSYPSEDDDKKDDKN
#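 HP1-beta protein (50 nM final) preincubated 30 min at room temperature with biotinylated H3(1-18)K9me3 peptide (50 nM) in PBS pH 7.4, 0.01% Tween-20, then compound added for 30 min. AlphaScreen streptavidin donor/nickel chelate acceptor beads (10 ug/mL final), 30 min dark, luminescence read.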
# TrxR1 inh = qHTS Assay for Inhibitors of Mammalian Selenoprotein Thioredoxin Reductase 1 (TrxR1): qHTS | AID 588453, 2011 | actives 1% (n = 390,000) | recombinant rTrxR1, NADPH fluorescence consumption, selenite substrate | Thioredoxin reductase 1, cytoplasmic (Rattus norvegicus), O89049 | Potency, µM (series often up to 114 µM), without a hit: at the top dose activity change, negative = inhibition, actives largely listed as inhibitors; further: potency means the concentration at half of the fitted maximal effect; on the % scale 0 is the no-effect control and ±100 the full control effect; nearly all actives have a fitted effect of over 65% in size
#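 Rat TrxR1 (90 nM in the dispensed reagent) was pre-reduced with 400 uM NADPH for 5 min at room temperature, then incubated with compound for 15 min. After 400 uM selenite was added, NADPH fluorescence (Ex 340/Em 450 nm) was followed for 8 min.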
# USP1-UAF1 inh = Inhibitors of USP1/UAF1: Primary Screen; Ubiquitin carboxyl-terminal hydrolase 1 (Homo sapiens), O94782; actives 0.23% (n = 390,000); AID 743255, 2014; Potency, µM (series often up to 57.1 µM), for inactives: at the highest dose activity change, negative = inhibition, most hits filed as inhibitors; recombinant USP1/UAF1, Ub-Rhodamine cleavage fluorescence; further: potency means the concentration at half of the fitted maximal effect; on the % scale 0 is the no-effect control and ±100 the full control effect; nearly all actives have a fitted effect of over 60% in size; inactives centre near -12
# Target sequence (O94782 whole entry, looked up): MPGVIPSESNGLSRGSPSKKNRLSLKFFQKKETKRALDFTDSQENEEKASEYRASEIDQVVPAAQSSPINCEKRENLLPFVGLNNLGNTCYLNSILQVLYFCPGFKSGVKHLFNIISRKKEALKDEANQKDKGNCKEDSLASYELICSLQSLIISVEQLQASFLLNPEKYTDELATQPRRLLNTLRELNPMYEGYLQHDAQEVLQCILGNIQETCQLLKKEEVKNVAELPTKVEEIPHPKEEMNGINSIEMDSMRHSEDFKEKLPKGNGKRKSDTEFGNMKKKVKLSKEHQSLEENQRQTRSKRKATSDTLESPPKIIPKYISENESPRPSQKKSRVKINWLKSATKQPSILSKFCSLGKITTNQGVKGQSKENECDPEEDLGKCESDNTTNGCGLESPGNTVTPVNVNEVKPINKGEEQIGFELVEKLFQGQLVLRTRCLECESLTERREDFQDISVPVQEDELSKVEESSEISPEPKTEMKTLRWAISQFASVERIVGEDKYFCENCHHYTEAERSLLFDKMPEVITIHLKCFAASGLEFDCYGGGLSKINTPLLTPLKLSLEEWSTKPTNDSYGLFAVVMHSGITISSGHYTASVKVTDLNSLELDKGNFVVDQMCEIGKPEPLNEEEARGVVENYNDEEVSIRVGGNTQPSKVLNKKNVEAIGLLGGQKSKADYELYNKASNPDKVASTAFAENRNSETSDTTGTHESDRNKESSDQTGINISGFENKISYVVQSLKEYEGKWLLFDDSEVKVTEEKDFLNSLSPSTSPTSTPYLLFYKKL
#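 Step one: compound is pinned into 1nM USP1/UAF1 in HEPES pH 7.8 buffer with TCEP. Step two: 15 min room-temperature incubation. Step three: Ub-Rho (150nM final) starts cleavage, tracked by fluorescence over six one-minute reads.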
# * marks the source's active call; other numbers are inactive results; i = inactive; ? = inconclusive; nt = no result given; & = joins results of further samples; [ ] = another dose, or the depositor's remark. Unless noted, the call rests on the fitted dose curve; in most records, active means well fitted curve in the direction sought with a large enough effect; inconclusive means small, poorly fitted or top-dose-only effect, or another doubt; inactive means no such curve, though single readings can be large; an effect the other way counts as inactive or inconclusive.
compound	TrxR1 substrate	PGK inhibitor	mIDH1 inhibitor	HP1b chromo inh	Pin1 inh	PI4K2A inh	TrxR1 inh	GLS inhibitor	USP1-UAF1 inh
CC(NC(=O)CN1C(=O)NC2(CCCCC2)C1=O)c1ccc(S(N)(=O)=O)cc1 (stereo unspecified)	1%[57.1 µM]	-8%	10%	69%[activator]	-6%	-5	9%[57.1 µM]	-10%	-9%
COc1cccc(NC(=O)CN(C)CC(=O)NCc2ccc(F)cc2)c1	8%[57.1 µM]	-1%	3%	9%[57 µM]	1%	1	7%[2.29 µM]	1%	-11%
CCCN1CCC(NC(=O)Cc2ccccc2C)CC1	2%	-7%	-12%	33%	3%	4	21%	-10%	-18%
CCc1cccc(NC(=O)c2cnc(SC)nc2-c2ccccc2)c1	-2%	-7%	7%	61%[activator]	19%	-14	10%	0%	-15%
CC(C)CCN(CCC(C)C)CC(O)Cn1c2ccccc2c(=O)c2ccccc21 (stereo unspecified)	66%[activator]	-6%	-4%	83%[activator]	4%	2	90%[activator]	1%	-11%
CNC(=O)C1CC(=O)N(CCc2ccc(OC)c(OC)c2)C(=Nc2ccc(F)cc2)S1 (stereo unspecified)	-1%	-5%	-11%	18%	0%	1	3%	-8%	-22%
c1ccc(CSc2nc3ccccc3[nH]2)cc1	1%	-3%	1%	44%[activator]	-2%	-4	13%	-1%	-26%
CC(C)(C)c1ccc(OCC(=O)NCCN2CCOCC2)cc1	2%	-8%	0%	11%	1%	-1	22%	3%	-21%
COc1ccc(CCNS(=O)(=O)c2cc3c4c(c2)CCN4C(=O)CC3)cc1OC	-1%	-7%	8%	18%	2%	4	-3%	-5%	-18%
CCCS(=O)(=O)Nc1cccc(-c2nc3cccnc3s2)c1	2%	-1%	15%	40%[activator]	0%	3	11%	8%	-10%
COc1ccc(NC(=O)CC(c2ccccc2)c2ccco2)cc1 (stereo unspecified)	3%[57.1 µM]	-4%	0%	15%	3%	0	8%[57.1 µM]	1%	-10%
COCCNC(=O)CN(C(=O)c1ccc(N2CCCC2)nc1)c1ccccc1	-11%	-4%	-6%	15%	-4%	-6	-11%[57.1 µM]	10%	1%
O=C(NC(=O)c1ccc(F)cc1)Nc1nc(-c2cccs2)cc(C(F)(F)F)n1	31%	i	-4%	30%	0%	5	31%	7%	-12%
CCCC(=O)Nc1cc(C)c(NC(=O)c2ccncc2)cn1	-6%	-6%	12%	18%	-3%	0	-1%[57.1 µM]	11%	2%
C[C@H]1CCC(=O)N([C@H](CC#N)Cc2ccccc2)CC1	-2%&5%	i	-2%	35%	4%	7	17%&9%	-9%	-11%
CCOC(=O)c1ccccc1NC(=O)Cn1cnc2c(cnn2-c2ccc(F)cc2)c1=O	12%[57.1 µM]	-9%	0%	24%	1%	1	-8%[57.1 µM]	-1%	-5%
O=C(C1CC(c2ccc(F)cc2)=NO1)N1CCc2ccccc2C1 (stereo unspecified)	2%[57.1 µM]	i	3%	26%	-10%	-4	-6%[57.1 µM]	5%	-19%
CNC(=O)c1cc2n(n1)CCCN(Cc1ccc(F)cc1)C2=O	8%[57.1 µM]	-5%	-6%	35%	-5%	3	13%[57.1 µM]	3%	-20%
O=C(O)c1cccc2c1C(=O)c1ccc(Cl)cc1S2(=O)=O	-6%	-5%	-15%	24%	-10%	-8	0%	8%	-23%
O=C(Cc1nnc(NC(=O)c2ccccc2)s1)N/N=C/c1cccc(O)c1	8%[57.1 µM]	-3%	13%	21%	14%	-6	20%[57.1 µM]	-3%	-5%

# Continuation:
compound	TrxR1 substrate	PGK inhibitor	mIDH1 inhibitor	HP1b chromo inh	Pin1 inh	PI4K2A inh	TrxR1 inh	GLS inhibitor	USP1-UAF1 inh
Cc1cc(NC(=O)c2cc([N+](=O)[O-])cc([N+](=O)[O-])c2C)no1	-2%[57.1 µM]	-6%	3%	10%	-10%	-5	0%	-19%	-23%
Clc1ccc(-n2ncc3c(N4CCCCCC4)ncnc32)cc1	0%	-2%	6%	95%[activator]	-5%	-9	-5%	4%	-29%
CCn1cnc2sc(C(=O)Nc3ccccc3OC)c(C)c2c1=O	2%	1%	6%	2%[57 µM]	?	4	15%	-2%	-7%
Cc1noc(C)c1C(=O)N1CCOCC1	18%[57.1 µM]	-8%	3%	11%	2%	2	27%[57.1 µM]	8%	-3%
O=C(Nc1nc2c(F)cc(F)cc2s1)C1CC1	9%[57.1 µM]	-1%	-5%	25%	-1%	3	17%[57.1 µM]	0%	0%
COc1ccc(S(=O)(=O)N(C)C[C@@H]2Oc3cc(C#CC4CCCCC4)ccc3S(=O)(=O)N([C@@H](C)CO)C[C@@H]2C)cc1	nt	-6%	-3%	nt	nt	-9	nt	0%	?
COCCn1c(SCC(=O)NC2CCCCC2)nc2c(c1=O)SCC2	3%	-12%	-3%	19%	-8%	1	7%	4%	-21%
C/C(=N\NC(=O)C1CC1)c1ccccc1O	1%[57.1 µM]	0%	7%	29%	-5%	4	10%[57.1 µM]	13%	?
COCCCNC(=O)C[C@H]1C[C@H](C(=O)N2CCOCC2)[C@@]2(CCC3CCCC3)c3[nH]c4cc(-c5ccco5)ccc4c3CCN2C1=O	25%	-2%	-10%	?	12%	-2	-4%	-19%	?
COc1ccc(CN(C)C(=O)CSc2nnc(C3CC3)n2C2CC2)cc1	-3%	-3%	-3%	20%	5%	1	-3%	6%	0%
CC(C)Oc1cc(NC(=O)CS(=O)(=O)CC(=O)N(C)C)c(Cl)cc1Cl	1%[57.1 µM]	-9%	8%	16%	12%	7	8%[57.1 µM]	-4%	-20%
CCc1ccc(N(CC(=O)NC2CCCCC2)C(=O)CNC(=O)c2ccco2)cc1	13%[0.0914 µM]	5%	-4%	4%	-1%	2	16%[57.1 µM]	7%	-3%
O=C(Nc1nc2c(Br)cccc2s1)C1CC1	7%	-3%	-11%	79%[activator]	-4%	7	-9%[57.1 µM]	-2%	-20%
CS(=O)(=O)N1CCC(C(=O)NCCC2=CCCCC2)CC1	-3%[57.1 µM]	nt	0%	24%	-4%	0	16%	-13%	0%
Cc1cc(N2CCN(C3CCCCC3)CC2)n2nc(C)nc2n1	-1%[57.1 µM]	i	12%	39%[activator]	-1%	3	2%[57.1 µM]	-4%	-6%
CCNc1nc(Oc2ccc(OCC(=O)OC)nn2)nc(N2CCOCC2)n1	2%	-2%	-6%	11%	3%	7	23%	3%	-18%
CCOc1ccc(/C=N/NC(=O)CC(=O)NCc2ccccc2)cc1	-5%	-6%	-2%	18%	1%	4	7%	7%	-4%
COc1cc(/C=C(\C#N)c2nc3ccccc3s2)ccc1OCC(=O)Nc1ccccc1	-5%	-4%	8%	16%	?	6	-4%	2%	-22%
COc1ccc(OCc2cc(C(=O)N(C)C3CCOC3)no2)c(Cl)c1 (stereo unspecified)	-5%	0%	-3%	24%	-5%	0	5%	6%	-5%
O=C(NC1CC(=O)N(c2ccc3c(c2)OCCO3)C1)c1c(F)cccc1Cl (stereo unspecified)	2%	2%	-1%	41%[activator]	-2%	1	15%	8%	-23%
CCOC(=O)NC1C=CS(=O)(=O)C1 (stereo unspecified)	1%[57.1 µM]	0%	0%	21%	-1%	-5	-22%[57.1 µM]	4%	5%

# Whole records, looked up by structure. Order of values: TrxR1 substrate	PGK inhibitor	mIDH1 inhibitor	HP1b chromo inh	Pin1 inh	PI4K2A inh	TrxR1 inh	GLS inhibitor	USP1-UAF1 inh
# `CCOc1ccc(/C=N/NC(=O)CC(=O)NCc2ccccc2)cc1` is entered as -5%	-6%	-2%	18%	1%	4	7%	7%	-4%
# `COCCCNC(=O)C[C@H]1C[C@H](C(=O)N2CCOCC2)[C@@]2(CCC3CCCC3)c3[nH]c4cc(-c5ccco5)ccc4c3CCN2C1=O` is entered as 25%	-2%	-10%	?	12%	-2	-4%	-19%	?
# `Cc1noc(C)c1C(=O)N1CCOCC1` is entered as 18%[57.1 µM]	-8%	3%	11%	2%	2	27%[57.1 µM]	8%	-3%
# `C/C(=N\NC(=O)C1CC1)c1ccccc1O` is entered as 1%[57.1 µM]	0%	7%	29%	-5%	4	10%[57.1 µM]	13%	?
# `CS(=O)(=O)N1CCC(C(=O)NCCC2=CCCCC2)CC1` is entered as -3%[57.1 µM]	nt	0%	24%	-4%	0	16%	-13%	0%

# From PubChem

# An excerpt; the hit share may differ from the screen's.
